A549 tox – kills or reduces viability of A549 cells in Nrf2 counter-screen. Potency, µM (top dose mostly 46 µM), for inactives: at the highest dose activity change, negative = cytotoxicity, actives largely listed as inhibitors. A549 ARE-Fluc cells, CellTiter-Fluor viability, 18-24 h. 390,000 compounds, 0.16% hits; also: potency is read from the fitted curve at half-maximal effect; % is scaled to controls: 0 for no effect and ±100 for the full control effect
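A549 ARE_Fluc cells in 5% FBS OPTI-MEM were exposed to compounds in concentration-response for 18-24 h at 37 deg C. Viability was read by CellTiter-Fluor fluorescence (Ex 405/Em 525) after 30 min, before the luciferase read.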
CCT modulator – cytosolic chaperonin activity modulation; purified chaperonin ATPase assay, HTRF ADP detection, 30 min; activity change, % (concentration not given with the values), hits read low; 360,000 compounds, 0.3% hits; in the data active = activity change below about -30%; also: % is scaled to controls: 0 for no effect and ±100 for the full control effect
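TRiC (40 or 20 nM final, by batch activity) in 30 mM Tris pH 7.4, 100 mM KCl, 5 mM MgCl2, 1 mM DTT was treated with compound at 76 uM single dose, then 10 uM ATP, 30 min at 37 °C. ADP was read by HTRF Transcreener.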
EPAC2 ag – agonists of human EPAC2 (RAPGEF4). Q8WZA2. EPAC2 activation, biochemical qHTS; response scale: 100% = 6.5 mM cAMP response. Potency, µM (top dose mostly 154 µM), for inactives: top-dose activation, actives largely listed as activators. 360,000 compounds, 0.079% hits. AID 720711; also: potency is read from the fitted curve at half-maximal effect; nearly all actives have a fitted effect of over 50% in size
Target sequence (Q8WZA2 whole entry, looked up): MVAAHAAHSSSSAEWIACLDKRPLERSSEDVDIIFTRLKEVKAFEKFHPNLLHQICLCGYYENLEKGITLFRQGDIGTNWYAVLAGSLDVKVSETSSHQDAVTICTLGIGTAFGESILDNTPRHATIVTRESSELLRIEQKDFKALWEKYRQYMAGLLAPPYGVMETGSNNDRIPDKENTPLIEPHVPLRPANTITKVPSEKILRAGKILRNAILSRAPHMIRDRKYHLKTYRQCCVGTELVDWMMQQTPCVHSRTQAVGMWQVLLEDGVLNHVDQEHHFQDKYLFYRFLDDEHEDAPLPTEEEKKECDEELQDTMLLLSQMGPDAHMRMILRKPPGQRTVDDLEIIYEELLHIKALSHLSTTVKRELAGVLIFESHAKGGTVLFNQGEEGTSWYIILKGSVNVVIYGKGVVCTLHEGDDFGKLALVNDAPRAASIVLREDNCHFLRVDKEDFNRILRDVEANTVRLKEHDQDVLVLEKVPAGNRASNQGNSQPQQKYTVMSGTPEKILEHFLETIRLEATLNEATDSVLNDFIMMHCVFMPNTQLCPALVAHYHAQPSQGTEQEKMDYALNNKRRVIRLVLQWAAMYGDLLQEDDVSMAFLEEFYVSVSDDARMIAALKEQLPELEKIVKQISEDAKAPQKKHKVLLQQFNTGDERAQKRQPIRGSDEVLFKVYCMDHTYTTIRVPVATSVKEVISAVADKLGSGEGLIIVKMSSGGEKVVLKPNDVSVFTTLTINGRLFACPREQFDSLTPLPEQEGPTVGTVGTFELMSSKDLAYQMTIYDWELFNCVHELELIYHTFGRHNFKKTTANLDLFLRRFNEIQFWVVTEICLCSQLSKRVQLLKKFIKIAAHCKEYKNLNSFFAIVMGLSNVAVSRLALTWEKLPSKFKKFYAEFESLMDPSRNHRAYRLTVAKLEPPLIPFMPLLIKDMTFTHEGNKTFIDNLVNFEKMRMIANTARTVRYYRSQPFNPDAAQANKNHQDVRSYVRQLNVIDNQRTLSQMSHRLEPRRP
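Nucleotide exchange monitored as fluorescence drop when BODIPY-GDP leaves Rap1B. Reaction: 100 nM EPAC2, 250 nM RAP1B-BODIPY-GDP, 50 uM GDP, room temperature, kinetic read over 30 min. Activity expressed relative to 6.5 mM cAMP.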
MmCpn inh – inhibitors of Methanococcus maripaludis chaperonin (MmCpn); purified Mm-Cpn ATPase, ADP Transcreener TR-FRET; Potency, µM (series often up to 76.9 µM), without a hit: top-dose activity, negative = inhibition, hits mostly inhibitors; 330,000 compounds, 0.031% hits; also: potency is read from the fitted curve at half-maximal effect; % is scaled to controls: 0 for no effect and ±100 for the full control effect; nearly all actives have a fitted effect of over 80% in size
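Reaction buffer contained 30 mM Tris pH 7.4, 100 mM KCl, 5 mM MgCl2 and 1 mM DTT. Mm-CPN (25 nM final) hydrolysed 10 uM ATP over 30 min at 37°C; ADP was read by HTRF.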
pAkt inh – Akt phosphorylation inhibition; AID 651550; Neuro2A IGF-stimulated pAkt S473 HTRF, 20 min; active compounds read low; activity change, % for hits at 50 µM; 360,000 compounds, 0.32% hits; in the data active = activity change below about -80%; inconclusive = mostly about -51% to -80%; also: % is scaled to controls: 0 for no effect and ±100 for the full control effect
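Neuro2A cells (4,500/well, DMEM with 0.5% FBS) were treated with compound at a single 50 µM final concentration, stimulated with 6 nM IGF for 20 min at 37 °C, and lysed. Phospho-Akt Ser473 was read by HTRF as 665/615 ratio ×10^4.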
Nrf2 block – blocks Nrf2 signaling | A549 ARE-Fluc reporter, luciferase luminescence, 18-24 h | Potency, µM (top dose mostly 46 µM), for the others: at the top dose activity change, negative = inhibition, hits mostly inhibitors | 360,000 compounds, 2.1% hits; also: potency is read from the fitted curve at half-maximal effect; % is scaled to controls: 0 for no effect and ±100 for the full control effect; nearly all actives have a fitted effect of over 60% in size
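Cells were seeded and rested 2 h, then exposed to compounds for 18-24 h. CellTiter-Fluor was read first as a viability measure. BugLite was added 15 min before the final luminescent read of ARE-luciferase activity in A549 cells.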
Nrf2 ARE act – Nrf2 pathway activation; AREc32 ARE-luciferase reporter (MCF7-derived line), luminescence, 24 h; Potency, µM (top dose mostly 46.1 µM), without a hit: top-dose activation, actives largely listed as activators; 410,000 compounds, 0.31% hits; also: potency is read from the fitted curve at half-maximal effect; % of control where 0% means no effect; nearly all actives have a fitted effect of over 65% in size
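For detection, Steady-Glo was added and plates sat 30 min at RT; before that, AREc32_Fluc cells grown overnight in OPTI-MEM/5% FBS had been treated with 23 nL compound for 24 hr at 37 deg C.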
TGFb SMAD3 inh – TGF-b pathway inhibition; HepG2 CAGA-GFP TGF-b/SMAD3 reporter, GFP fluorescence, 18 h; TGF-beta stimulated, 500 pg/mL final; Potency, µM (titrated, usually from 46.1 µM), without a hit: top-dose activity, negative = inhibition, hits mostly inhibitors; 410,000 compounds, 1.2% hits; AID 588855; also: potency is read from the fitted curve at half-maximal effect; % is scaled to controls: 0 for no effect and ±100 for the full control effect; nearly all actives have a fitted effect of over 65% in size
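HEPG2 CAGA-GFP, 1000 cells/well; 2 h settle, 37 C; cpd via pin tool; TGF-b 500 pg/mL final; 18 h, 37 C; GFP imaging ex488/em500-530; %Activity normalised to -TGF-b and +DMSO controls; CRC fit, curve class.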
EPAC2 antag – EPAC2 (human) antagonism. EPAC2 GEF exchange of Rap1B-BODIPY-GDP, fluorescence. Potency, µM (titrated, usually from 114 µM), for the others: at the top dose activity, negative = inhibition, hits mostly inhibitors. Q8WZA2. 360,000 compounds, 0.18% hits; also: potency is read from the fitted curve at half-maximal effect; % is scaled to controls: 0 for no effect and ±100 for the full control effect; nearly all actives have a fitted effect of over 45% in size; many of its hits are not listed in these tables
The depositor's hits bear a star; i = inactive; ? = inconclusive; nt = no result given; [ ] = another dose, or the depositor's remark. Unless noted, calls follow the shape of the dose curve; as a rule, active = well fitted curve in the direction sought with a large enough effect; inconclusive = small, poorly fitted or top-dose-only effect, or another doubt; inactive = no such curve, though single readings can be large; an effect the other way counts as inactive or inconclusive.

The opening six compounds, to show the layout:
#1 Cc1ccc(-n2ncc3c(=O)n(CC(=O)NC4CCCCC4)cnc32)cc1C
#2 CCCNc1nc(N)nc(-c2cc(Cl)ccc2OC)n1
#3 CCOC(=O)c1ccccc1NC(=O)/C=C/C(=O)O
#4 NNC(=O)C1=NOC2COC3(CCN(c4ncccn4)CC3)OCC12 (configuration not stated)
#5 CC(C)Cc1nccs1
#6 CCOC(=O)c1cc2c(C)n(-c3ccc(OCC)cc3)c(C)c2cc(C(=O)OCC)c1=O
Compound	1	2	3	4	5	6
A549 tox	4%	3%	0%	-4%	-5%	-1%
CCT modulator	-5.4	1.2	0.0	1.2	2.0	-1.6
EPAC2 ag	9%	16%	-1%	10%	-2%	-9%
MmCpn inh	2%	-1%	-1%	-5%	0%	-1%
pAkt inh	i	-102%*	i	i	i	i
Nrf2 block	-12%	nt	10%	?	12%	17%
Nrf2 ARE act	-0.1%	-0.1%	2.6%	-0.8%	-1.8%	2.6%
TGFb SMAD3 inh	0%	-6%	-1%	23%	-5%	-8%
EPAC2 antag	-5%	4%	5%	-1%	0%	5%

This part in full, repeating the preview:
#1 Cc1ccc(-n2ncc3c(=O)n(CC(=O)NC4CCCCC4)cnc32)cc1C
#2 CCCNc1nc(N)nc(-c2cc(Cl)ccc2OC)n1
#3 CCOC(=O)c1ccccc1NC(=O)/C=C/C(=O)O
#4 NNC(=O)C1=NOC2COC3(CCN(c4ncccn4)CC3)OCC12 (configuration not stated)
#5 CC(C)Cc1nccs1
#6 CCOC(=O)c1cc2c(C)n(-c3ccc(OCC)cc3)c(C)c2cc(C(=O)OCC)c1=O
#7 COc1ccc(C(CC(=O)Nc2cc(Cl)c(OC)cc2OC)N2Cc3ccccc3C2=O)cc1 (configuration not stated)
#8 O=C(CCOc1ccccc1)Nc1ccnn1C1CCN(Cc2ccccc2)CC1
#9 CCN(c1ccccc1)S(=O)(=O)c1cc2c(cc1C)NC(=O)CO2
#10 N#Cc1ccc(NC(=S)/N=C(\N)c2ccccc2)cc1
Compound	1	2	3	4	5	6	7	8	9	10
A549 tox	4%	3%	0%	-4%	-5%	-1%	-8%	-8%	3%	nt
CCT modulator	-5.4	1.2	0.0	1.2	2.0	-1.6	nt	-3.1	1.8	-0.2
EPAC2 ag	9%	16%	-1%	10%	-2%	-9%	nt	-2%	-2%	6%
MmCpn inh	2%	-1%	-1%	-5%	0%	-1%	nt	1%	-2%	nt
pAkt inh	i	-102%*	i	i	i	i	nt	i	i	i
Nrf2 block	-12%	nt	10%	?	12%	17%	-10%	0%	5%	nt
Nrf2 ARE act	-0.1%	-0.1%	2.6%	-0.8%	-1.8%	2.6%	2.3%	0.0%	-0.2%	-0.6%
TGFb SMAD3 inh	0%	-6%	-1%	23%	-5%	-8%	-10%	-27%	-12%	?
EPAC2 antag	-5%	4%	5%	-1%	0%	5%	nt	12%	5%	10%

#11 O=C(COC(=O)c1c2c(nc3ccccc13)CCCC2)c1ccc(Br)s1
#12 O=C(NCCc1ccc2c(c1)OCCO2)c1cccc(F)c1
#13 Cc1ccc(OCC(=O)Nc2sc3c(c2C(N)=O)CCCC3)c(C(C)(C)C)c1
#14 COc1ccccc1Nc1nc(-c2cccc([N+](=O)[O-])c2)nc2ccccc12
#15 COc1ccc(CNc2nc3nc(C)c(Cl)c(=O)n3[nH]2)cc1OC
#16 CC1=NN(c2ccccc2)C(=O)C1C=Nc1ccccc1O (configuration not stated)
#17 CC(C)Oc1ccc(CN2CCC2(C)C(=O)NCc2ccc(C(F)(F)F)cc2)cc1 (configuration not stated)
#18 Cc1cccc(Nc2nc(-c3ccccc3)c(C(=O)Nc3cccnc3)s2)c1
#19 CC(C)OCCCNC(=O)C(NC(=O)c1ccc(Cl)cc1)C(C)C (configuration not stated)
#20 Cc1nnc(SCC(=O)N2CCCCC2)s1
Compound	11	12	13	14	15	16	17	18	19	20
A549 tox	-1%	0%	0%	0%	2%	-1%	nt	-23%	2%	-8%
CCT modulator	-1.4	-0.4	nt	-1.1	-1.2	1.2	1.6	0.5	0.7	-5.9
EPAC2 ag	2%	8%	nt	11%	3%	6%	-7%	18%	1%	-1%
MmCpn inh	?	1%	nt	-1%	0%	-2%	nt	?	1%	-1%
pAkt inh	i	i	nt	i	i	i	i	i	i	nt
Nrf2 block	-13%	?	6%	-18%	-6%	1%	nt	-26%	-4%	nt
Nrf2 ARE act	8.7%	2.7%	-1.1%	6.9%	0.2%	?	4.2%	0.1%	0.4%	2.6%
TGFb SMAD3 inh	?	-17%	36%[activator]	17%	3%	0%	?	?	-5%	-26%
EPAC2 antag	14%	12%	nt	-17%	7%	4%	-21%	-1%	3%	-2%

#21 CN(C)/C=C/C(=O)c1ccc(Cl)s1
#22 CCOc1cccc(/C(O)=C2/C(=O)C(=O)N(CCOC)C2c2ccc(C)o2)c1 (configuration not stated)
#23 CCCCNC(=O)N(O)C1N(CCCC)C(=O)N(CC(=O)OC)C1(C)C (configuration not stated)
#24 CCCCOc1ccc(-c2nnc(N)s2)cc1
#25 O=c1[nH]c2nc(Br)[nH]c(=O)c2[nH]1
#26 Cc1ccccc1-n1ncc2c1CC(C)(C)CC2NC(=O)CCN1Cc2ccccc2C1=O (configuration not stated)
#27 COc1ccc(N2CCN(CC(=O)Nc3ccc(SC(F)F)cc3)CC2)cc1
#28 CCOC(=O)C1CCCN(C(=O)c2cc(Cl)ccc2NC(=O)C2=C(C)OCCS2)C1 (configuration not stated)
#29 Cc1noc(NS(=O)(=O)c2ccc(NC(=O)C34CCC(CC3)C4)cc2)c1C
#30 Cc1cc(-c2ccc(/C=N/n3cnnc3)o2)c([N+](=O)[O-])cc1C
Compound	21	22	23	24	25	26	27	28	29	30
A549 tox	0%	-15%	2%	6%	-1%	4%	17%	1%	6%	-25%
CCT modulator	1.2	0.0	-0.6	-0.4	-2.6	0.2	0.7	-0.4	-2.5	1.8
EPAC2 ag	-5%	1%	5%	0%	7%	4%	11%	10%	9%	-10%
MmCpn inh	-8%	0%	2%	-2%	nt	0%	4%	4%	2%	2%
pAkt inh	i	i	i	i	i	i	i	i	i	i
Nrf2 block	14%	-5%	0%	1%	3%	-22%	10%	-6%	1%	5%
Nrf2 ARE act	7.7%	-0.9%	0.3%	2.5%	0.2%	0.0%	3.4%	-0.2%	2.8%	3.9%
TGFb SMAD3 inh	4%	7%	4%	?	3%	11%	-20%	-14%	7%	14%
EPAC2 antag	5%	11%	-2%	6%	8%	2%	3%	5%	17%	1%

#31 C=CCSC1=C(C#N)C(c2ccc(C(C)C)cc2)CC(=O)N1 (configuration not stated)
#32 Cc1c(C(=O)NCCC2=CCCCC2)oc2ccc(S(=O)(=O)N3CCOCC3)cc12
#33 CN1/C(=c2/s/c(=C3/C(=O)N(c4ccccc4)NC3=Nc3ccccc3)n(C)c2=O)C(C)(C)c2ccccc21
#34 Cc1ccc(Nc2ccccc2N)cc1
#35 CC(C)c1ccc(CNCCSc2nnnn2-c2ccccc2)cc1
#36 COCCCN1C(=O)C(=O)/C(=C(/O)c2ccccc2)C1c1ccc2c(c1)OCO2 (configuration not stated)
#37 COc1ccccc1C(c1nnnn1Cc1ccccc1)N1CCC(C(N)=O)CC1 (configuration not stated)
#38 CCOc1ccc(S(=O)(=O)N(CCO)CCO)cc1-c1nc2c(C(C)(C)C)nn(C)c2c(=O)[nH]1
#39 CCOc1nc(-c2ccc(Cl)cc2Cl)ccc1C#N
#40 CC(C(=O)N1CCCCC1)n1ncn2cccc2c1=O (configuration not stated)
#41 CCCN(C(=O)c1nn(-c2ccc(OC)c(Cl)c2)c(=O)c2c1c1ccccc1n2C)c1ccccc1F
#42 O=NN1CCN(c2ccncc2S(=O)(=O)N2CCCCC2)CC1
#43 O=C(CCCc1ccccc1)Nc1cccc(C(=O)O)c1
Compound	31	32	33	34	35	36	37	38	39	40	41	42	43
A549 tox	1%	?	-16%	-18%	14%	-3%	-3%	-18%	-1%	-5%	-2%	1%	-12%
CCT modulator	-1.1	-0.6	-0.6	-5.8	nt	-0.9	-1.3	0.0	-0.9	0.5	nt	-5.1	1.7
EPAC2 ag	4%	-6%	-82%[15.6 µM]	12%	nt	1%	7%	24%	1%	2%	nt	14%	-6%
MmCpn inh	2%	0%	-2%	-1%	nt	0%	1%	0%	-4%	0%	nt	2%	-4%
pAkt inh	i	i	nt	i	nt	i	i	i	i	i	nt	i	i
Nrf2 block	-3%	?	34%	8%	8%	9%	-25%	?	-22%	10%	1%	-4%	?
Nrf2 ARE act	0.9%	-0.7%	-0.3%	2.5%	0.9%	-0.7%	-0.5%	4.3%	0.6%	0.2%	0.3%	-0.3%	-2.5%
TGFb SMAD3 inh	-14%	?	-29%	28%	-50%	-2%	-8%	7%	-11%	1%	-1%	-6%	10%
EPAC2 antag	?	-4%	-49%	-4%	nt	13%	-4%	-12%[57.1 µM]	27%	5%	nt	-3%	8%

High-throughput results: PubChem BioAssay, National Center for Advancing Translational Sciences (NCATS)

A portion of the library, so the mix of outcomes need not match the whole.
